# Source: PubChem
# TRPC4 PAM = allosterically enhances the mouse TRPC4 cation channel; B-score at 10 µM; HEK293 TRPC4beta/mu-opioid, DAMGO EC20, Fluo-4 Ca2+ flux; hits give high values; Q9QUQ5; actives 0.42% (n = 310,000);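 active means B-score of calcium response area above 5 SD of library B-scores, with initial fluorescence ratio within 5 SD of library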;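 further: B-score of integrated fluorescence ratio over time as area under calcium response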
# TRPC6 activator = activates the mouse TRPC6 cation channel; Q61143; HEK293-TRPC6 membrane potential dye fluorescence; hits give high values; B-score at 10 µM; actives 0.13% (n = 310,000);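 active means B-score of the integrated fluorescence ratio above library mean plus 3 SD, and starting fluorescence ratio within library mean plus 5 SD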;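 further: higher score means more depolarization so channel activation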
# HIF act = HIF pathway transcriptional activation; actives 0.32% (n = 300,000); U2OS HRE-luciferase reporter, luminescence; normalized: DMSO 0%, desferrioxamine 100%; activation, % at 7.5 µM (by protocol); AID 1910;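 active means mean activation of at least 10% of the iron chelator positive control signal, with at least half of replicates also reaching 10%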
# AI-2 QS mod = Vibrio harveyi AI-2 quorum sensing modulation; activity change, % at 7.5 µM; AID 2094; Vibrio harveyi JMH597 AI-2 luminescence/OD600 ratio, 9 h; hits give low values; strain lacks LuxN and CqsS sensors; 0 = neutral-control median; actives 0.4% (n = 300,000); in the data active means activity change below about -75%, passing the limit was not always enough;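 further: luminescence divided by OD600 gain over 9 h not by final OD600 alone; inactives centre near 13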
# MrgX1 ag = activates human MrgX1 receptor signaling | B-score at 10 µM | MrgX1-HEK293 cells, Fluo-4 calcium fluorescence, agonist mode; hits give high values | Q96LB2 | actives 0.44% (n = 310,000);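 active means calcium response B-score plate-corrected fluorescence ratio at least 3 library SD, with starting fluorescence B-score inside 5 SD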
# Target sequence (Q96LB2 whole entry, looked up): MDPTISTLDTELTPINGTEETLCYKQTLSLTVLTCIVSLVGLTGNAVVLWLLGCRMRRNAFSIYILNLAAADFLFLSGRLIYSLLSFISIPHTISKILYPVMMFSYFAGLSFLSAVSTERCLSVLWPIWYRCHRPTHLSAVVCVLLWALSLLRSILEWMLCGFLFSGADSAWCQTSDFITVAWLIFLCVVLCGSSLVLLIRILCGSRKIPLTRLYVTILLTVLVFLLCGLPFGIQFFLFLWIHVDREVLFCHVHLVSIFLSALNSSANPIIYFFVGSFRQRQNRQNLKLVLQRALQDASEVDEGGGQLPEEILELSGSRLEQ
#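 Assay system: stable human MrgX1 HEK293 cell line. Quantity: 15,000 cells per well. Schedule: cells plated overnight, dye loaded 0.5 h 37 °C, 0.5 h room temperature. Detection: Fluo-4 NW calcium-flux fluorescence, kinetic read. Read-out basis: peak-minus-minimum fluorescence over baseline, converted to B scores. Control set: positive and negative control wells on each plate.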
# PolyA inh = yeast polyadenylation inhibition; S. cerevisiae SKY197-pL101 polyadenylation reporter, beta-gal luminescence; efflux-impaired pdr1/pdr3 knockout yeast; score 100 = 6 SD above DMSO; calls only at 12 µM; actives 0.02% (n = 300,000); AID 1875;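 active means lowest replicate activity score at least 50, where 100 means six control SD above control mean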;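 further: yeast exposed to compound for 9 h at 30 °C; higher score means more reporter readthrough which indicates perturbed polyadenylation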
# TRPC4 agonist = activators of mouse TRPC4 channel | B-score at 10 µM | actives 0.49% (n = 310,000) | HEK293 TRPC4beta/mu-opioid, Fluo4 calcium fluorescence; hits give high values;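 active means B-score above 5 SD of library B-scores, and initial fluorescence ratio not above library mean plus 5 SD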;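 further: positive B-score marks a calcium rise read as TRPC4 activation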
#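 system = HEK293 cells stably co-expressing mouse TRPC4beta and mu-opioid receptor | schedule = Fluo4 dye loading 45 min at room temperature, 110 s recording | measure = B-scored integrated calcium fluorescence ratio | signal = Fluo4 calcium-sensitive dye fluorescence, kinetic, 1 Hz baseline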
# TRPC6 inh = inhibitors of mouse TRPC6 channel. actives 1.1% (n = 310,000). HEK293-TRPC6, membrane potential dye, ACh-evoked depolarization; hits give low values. B-score at 10 µM. Q61143;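 active means B-score under library mean minus 3 SD, initial fluorescence not abnormally high, positive integrated signal ratio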;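 further: B-score derived from integrated fluorescence ratio over the kinetic read; more negative B-score means stronger inhibition of depolarization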
# MrgX1 antagonist = blocks BAM8-22 activation of human MrgX1 receptor; Q96LB2; B-score at 10 µM; actives 1.3% (n = 310,000); MRGX1-HEK293 calcium flux, Fluo-4, BAM8-22 antagonism; hits give low values;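 active means calcium-response B-score plate-corrected more than 3 library SD below zero, starting fluorescence within 5 deviations, no agonist response on first addition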;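 further: peak minus trough fluorescence over baseline after final BAM8-22 challenge near maximal dose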
# TRPC4 inh = blocks the mouse TRPC4 cation channel | HEK293 TRPC4beta/mu-opioid, DAMGO-evoked Fluo4 calcium flux; hits give low values | B-score at 10 µM | actives 0.39% (n = 300,000) | AID 2247;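 active means B-score over 3 SD under the library average, no early fluorescence shift, positive overall ratio signal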
#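 Test system – stable TRPC4beta/mu-opioid receptor HEK293 cells · Probe or stimulus – DAMGO, a submaximal dose followed by a maximal one · Dosing – one concentration per compound · Signal – Fluo4 calcium fluorescence by kinetic imaging, 5 s 1 Hz baseline · Evaluation – per-well B score of integrated baseline-normalized Fluo4 ratio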
# MrgX1 PAM = human MrgX1 positive allosteric modulation, primary screen; actives 0.63% (n = 310,000); MrgX1-HEK293, Fluo-4 calcium flux, FDSS; hits give high values; B-score at 10 µM; Q96LB2;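 active means plate-corrected calcium response at least 3 library SD above typical, normal starting fluorescence, not activating the receptor alone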;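 further: compound read alongside a low EC10 to EC30 dose of BAM8-22 agonist; peak minus trough fluorescence over baseline measured at the second addition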
# * = called active by the depositor; i = inactive; / = no result given. These rows are one share of the data (hit frequency here may not be typical).
# Sample of the layout, two compounds:
# Each structure is followed by: PolyA inh | TRPC6 activator | AI-2 QS mod | MrgX1 ag | TRPC4 inh | TRPC6 inh | TRPC4 agonist | MrgX1 antagonist | MrgX1 PAM | TRPC4 PAM | HIF act
Cc1ccnc(N2C(=O)c3ccccc3C2=O)c1
  i | i | 21 | i | i | i | i | i | i | i | -0.1
CS(=O)(=O)N1CCc2cc(-c3csc(NC(=O)C(c4ccccc4)c4ccccc4)n3)ccc21
  i | i | -4 | i | i | i | i | i | i | i | -0.4

# The listing, repeating the preview:
# Each structure is followed by: PolyA inh | TRPC6 activator | AI-2 QS mod | MrgX1 ag | TRPC4 inh | TRPC6 inh | TRPC4 agonist | MrgX1 antagonist | MrgX1 PAM | TRPC4 PAM | HIF act
Cc1ccnc(N2C(=O)c3ccccc3C2=O)c1
  i | i | 21 | i | i | i | i | i | i | i | -0.1
CS(=O)(=O)N1CCc2cc(-c3csc(NC(=O)C(c4ccccc4)c4ccccc4)n3)ccc21
  i | i | -4 | i | i | i | i | i | i | i | -0.4
Cc1cccc(C(=O)O/N=C/c2ccc(Br)cc2)c1
  i | i | -34 | i | i | i | i | i | i | i | 1.3
O=C(CSc1n[nH]c(-c2ccncc2)n1)Nc1ccc(Cl)c(Cl)c1
  i | i | 24 | i | i | i | i | i | i | i | -0.2
Cc1nc2sc(C(c3cccc(F)c3)N3CCOCC3)c(O)n2n1 (stereo not given)
  i | i | -11 | i | i | i | i | i | i | i | -1.0
CCn1c(C(=O)O)c(CC(=O)Nc2ccccc2OC)c2ccccc21
  / | i | 21 | i | i | i | i | i | i | i | 0.5
O=C(CN1C(=O)NC2(CCCCC2)C1=O)Nc1ccccc1N1CCCC1
  i | i | / | i | i | i | i | i | i | i | 0.5
O=C(CN1CCCCC1)N1CCN(C(=O)CN2CCCCC2)CC1
  i | i | 20 | / | i | i | i | / | / | i | 0.8
CCCCC(=O)Nc1cc(C)c2c(=O)oc3ccccc3c2n1
  i | i | -6 | i | i | i | i | i | i | i | 0.1
COCc1ccc(C(=O)N(C)CC2CCCN(CCc3ccc(OC)cc3)C2)o1 (stereo not given)
  i | i | 1 | i | i | i | i | i | i | i | 3.3
O=C(NNC(=O)c1ccccc1Br)c1ccccc1Cl
  i | i | 39 | i | i | i | i | i | i | i | 4.3
Cc1cc2ccccc2c(=O)n1CC(=O)NCC1COc2ccccc2O1 (stereo not given)
  i | i | 27 | i | i | i | i | i | i | i | 1.1
Cc1cc(C(F)F)n2nc(C(=O)Nc3c(F)cc(F)cc3Br)nc2n1
  i | i | 31 | i | i | i | i | i | i | i | -0.1
Cc1[nH]n(-c2ccccc2)c(=O)c1CCOC(=O)c1ccc(C(F)(F)F)cc1
  i | i | 9 | i | i | i | i | i | i | i | -0.1
O=C(NCC(c1ccco1)N1CCOCC1)c1ccc([N+](=O)[O-])cc1 (stereo not given)
  i | i | 9 | i | i | i | i | i | i | i | 0.2
CCOC(=O)c1c(NC(N)=O)nc2n1CCC2
  i | i | 7 | i | i | i | i | i | i | i | -0.4
CCC1=NC(c2ccc(OC)c(OC)c2)N(O)C1(C)C (stereo not given)
  i | i | 6 | i | i | i | i | i | i | i | -0.2
CCC(Sc1ncnc2sc(C)c(C)c12)C(=O)OC (stereo not given)
  i | i | 6 | i | i | i | i | i | i | i | -61
COc1ccc(OC)c(NC(=O)c2cc(-c3ccc(C)cc3O)n[nH]2)c1
  i | i | 14 | i | i | i | i | i | i | i | 0.2
O=C(C1CCN(S(=O)(=O)c2ccccc2)CC1)N1CCN(c2ccccc2)CC1
  i | i | 25 | i | i | i | i | i | i | i | -0.3
CC(C)c1ccc(/C=N/NC(=O)c2nnn(-c3nonc3N)c2CN2CCOCC2)cc1
  i | i | 15 | i | i | i | i | i | i | i | 0.1
COc1ccc(/C=C/C(=O)NCC(=O)N/N=C(/C)c2ccc(Cl)cc2)cc1
  i | i | 21 | i | i | i | i | i | i | i | -0.3
CC(CC1C(C#N)=C(N)OC2=C1C(=O)CCC2)c1ccccc1 (stereo not given)
  i | i | 3 | i | i | i | i | i | i | i | -0.2
NS(=O)(=O)c1ccc(CCNC(=O)CN2CCCCC2)cc1
  i | i | 13 | i | i | i | i | i | i | i | -1.1
CCCC(=O)Nc1cccc(NC(=O)c2ccc3c(c2)OCO3)c1
  i | i | 21 | i | i | i | i | i | i | i | 1.2
CN(Cc1c(F)cccc1Cl)C(=O)CCc1c[nH]c2ccccc12
  i | i | 20 | i | i | i | i | i | i | i | 2.5
O=C1CN(c2ccc(F)cc2)C(=S)N1c1ccccc1
  i | i | 11 | i | i | i | i | i | i | i | 1.7
COc1cc(CNCc2ccccc2Cl)ccc1OCC(=O)NC1CCCCC1
  i | i | 1 | i | i | i | i | i | i | i | 0.1
O=C(Nc1ccc2oc(-c3ccncc3)nc2c1)c1ccc(F)cc1
  i | i | 14 | i | i | i | i | i | i | i | -0.2
O=C(Nc1cccc(F)c1)c1ccc(Br)o1
  i | i | -9 | i | i | i | i | i | i | i | 3.2
CC(=O)c1c(C)nc2ccc(Br)cc2c1C(=O)O
  i | i | 53 | i | i | i | i | i | i | i | -0.2
O=C(CN1CCN(c2ccccc2)CC1)Nc1nnc(-c2ccccc2)s1
  i | i | -9 | i | i | i | i | i | i | i | -26
S=C(/N=c1/sccn1Cc1ccccc1)NC1CC1
  i | i | 27 | i | i | i | i | i | i | i | -0.2
COc1ccc(N2C(=O)C3CCCN3C2c2ccccc2F)cc1 (stereo not given)
  i | i | 11 | i | i | i | i | i | i | i | 0.2
COc1cccc(NC(=O)Nc2nc(SC)ns2)c1
  i | i | -12 | i | i | i | i | i | i | i | 3.1
Nc1nc(-c2ccco2)nn1C(=O)c1ccc(Cl)cc1
  i | i | 34 | i | i | i | i | i | i | i | -0.2
Cc1cc(C)n(-c2nc(NCCCN(C)C)c3c4c(sc3n2)COC(C)(C)C4)n1
  i | i | 10 | i | i | -7.6* | i | i | i | i | 0.6
O=C(O)c1cccc(NC(=S)NC(=O)c2ccc3ccccc3c2)c1
  i | i | 8 | i | i | i | i | i | i | i | -4.3
O=C(O)c1cc(NN=Nc2cccc(S(=O)(=O)O)c2)cc([N+](=O)[O-])c1
  i | i | 14 | i | i | i | i | i | i | i | -1.3
COCC(=O)NC1CCCCCC1
  i | i | 24 | i | i | i | i | i | i | i | -0.2
COc1ccc(-n2c(C)c3c(OC)cccc(=O)c3c2C)cc1
  i | i | -1 | i | i | i | i | i | i | i | 0.4
CC(C)Oc1ccc(CNC(=S)N/N=C/c2cccnc2)cc1
  i | i | 13 | i | i | i | i | i | i | i | 0.4
CCCCN(CC)S(=O)(=O)c1ccc(C(=O)Nc2nnc(-c3ccccc3Cl)o2)cc1
  / | i | 331 | i | i | i | i | i | i | i | -47
CC(C)(C)c1[nH]nc2c1C(c1ccc(OC(=O)c3ccco3)cc1)C(C#N)=C(N)O2 (stereo not given)
  i | i | 4 | i | i | i | i | i | i | i | -53
OCCC1CN(Cc2ccon2)CCN1CCc1ccccc1 (stereo not given)
  i | i | 12 | i | i | i | i | i | i | i | 0.1
Cc1cc(C)c(S(=O)(=O)n2cnc3ccccc32)c(C)c1
  i | i | 2 | i | i | i | i | i | i | i | 0.0
Cc1ccc(C(=O)n2nc(-n3cccc3)c3c(C)cc(C)nc32)cc1
  i | i | 16 | / | i | i | i | / | / | i | 0.2
CCOC(=O)N1CCN(C(=O)c2cc(OCC)c(OCC)c(OCC)c2)CC1
  i | i | 2 | i | i | i | i | i | i | i | -0.5
Cc1cc(C)cc(NCc2cc(=O)oc3cc(-c4ccccc4)c(O)cc23)c1
  i | i | 10 | i | i | i | i | i | i | i | -1.0
CCC(=O)Nc1ccc(N2CCCCC2)c(C(=O)Nc2ccccc2C)c1
  i | i | 2 | i | i | i | i | i | i | i | 0.6
COc1ccccc1CN(C)C(=O)c1cc(-c2cc(OC)c(OC)c(OC)c2)nc2ccccc12
  i | i | 28 | i | i | i | i | i | i | i | -0.2
CCC(=O)NCCc1nc(-c2ccccc2)no1
  i | i | 13 | i | i | i | i | i | i | i | 0.7
CCOc1cccc(N(C(=O)c2ccco2)C(C(=O)NC2CCCC2)c2cccnc2)c1 (stereo not given)
  i | i | 31 | i | i | i | i | i | i | i | 0.0
CC(Oc1ccc(Cl)cc1)C(=O)N(C)CC(=O)Nc1ccc(N2CCOCC2)cc1 (stereo not given)
  i | i | 19 | i | i | i | i | i | i | i | -0.2
Cc1cccc(NC(=O)CC2NCCNC2=O)c1 (stereo not given)
  i | i | 14 | i | i | i | i | i | i | i | 1.1
CC(=O)Nc1ccc2c(c1)CN(c1cc(C)ccc1C)CO2
  i | i | 16 | i | i | i | i | i | i | i | 0.1
COCC(C)NC(=S)NCCc1ccc(Cl)cc1Cl (stereo not given)
  i | i | 25 | i | i | i | i | i | i | i | -44
CCOC(=O)/C(=N\Nc1ccc(Cl)cc1)c1csc(Nc2ccccc2)n1
  i | i | 7 | i | i | i | i | i | i | i | -41
O=C(c1cccc(S(=O)(=O)N2CCCCC2)c1)N1CCN(S(=O)(=O)c2ccc(F)cc2)CC1
  i | i | 2 | i | i | i | i | i | i | i | 0.0
O=C(CCCc1nc2ccccc2s1)N1CCN(c2ccccc2F)CC1
  i | i | 4 | i | i | i | i | i | i | i | -0.4

# (further entries)
# Each structure is followed by: PolyA inh | TRPC6 activator | AI-2 QS mod | MrgX1 ag | TRPC4 inh | TRPC6 inh | TRPC4 agonist | MrgX1 antagonist | MrgX1 PAM | TRPC4 PAM | HIF act
Fc1ccc(CN2CCCCCCC2)cc1
  i | i | 0 | i | i | i | i | i | i | i | -0.5
COc1ccc(OCc2cc(C(=O)NC3CCc4ccccc43)no2)c(Cl)c1 (stereo not given)
  i | i | 16 | i | i | i | i | i | i | i | -0.4
O=C(CSc1n[nH]c(=O)n1Cc1ccco1)c1ccc(F)cc1
  i | i | 2 | i | i | i | i | i | i | i | 0.2
CCn1c(SCC(=O)Nc2sc3c(c2C(N)=O)CCC(C)C3)nnc1-c1ccco1 (stereo not given)
  i | i | 27 | i | i | i | i | i | i | i | -0.1
CCN(CC)c1ccc2c(Cl)c(Br)c(=O)oc2c1
  i | i | 13 | i | -6* | i | i | -14* | i | i | 14*
CC(C)=CC(=O)N1CCC(N2CCC(C(=O)N3CCOCC3)CC2)CC1
  i | i | 16 | i | i | i | i | i | i | i | 0.1
